Bioassay records as filed in PubChem BioAssay.
Lipid storage S3 – qHTS Assay for Lipid Storage Modulators in Drosophila S3 Cells; Drosophila S3 cells, BODIPY lipid droplet fluorescence, 18-24 h; cells fed with added oleic acid; Potency in µM for hits, for the others lipid storage change, negative = inhibition, % at the top dose, mostly 46.1 µM; 320,000 compounds, 0.64% hits; active = well fitted inhibition curve with a large enough effect in the signal ratio, with a control signal flat, not every such curve was filed as active; inconclusive = small, poorly fitted or top-dose-only effect, or effect the other way, or a change in a side signal; the % refers to the signal ratio
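Laser-scanning cytometry quantifies lipid droplet accumulation (500–530 nm total intensity; droplet/cell object ratio) in oleic acid-fed (400 uM added) Drosophila S3 cells treated with a concentration series. 20 uM Triacsin C defined 100% inhibition.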
Lipid storage S3 cell count max – further read-out of Lipid storage S3, marked with its call; cell number change, %; measured here: cell count max response;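 cells counted by Cell Tracker Red CMTPX staining in the red channel; peak over a dose series mostly up to 46.1 µM; percent activity relative to internal control wells on each plate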
* marks the source's active call; other numbers are inactive results; i = inactive; ? = inconclusive; . = not tested or not shown. % is scaled to controls: 0 for no effect and ±100 for the full control effect; potency is read from the fitted curve at half-maximal effect.

structure,Lipid storage S3,Lipid storage S3 cell count max
O=c1ccc(/C=C/c2ccccc2)nn1Cc1ccc(Cl)cc1Cl,0%,1
COc1cccc(C(O)c2nc3ccccc3n2C(C)C)c1 (stereo not drawn),?,.
CCOCCCNC(=O)c1ccc2c(c1)OCO2,?,.
O=c1c2ccc(Cl)cc2nc(-c2cccc(C(F)(F)F)c2)n1O,?,.
Cn1c(=O)cc(OCC(=O)NCc2cccnc2)c2ccccc21,1%,-1
O=C(CSc1nnc(-c2ccccc2)o1)Oc1ccc(Br)cc1,?,.
CCOc1ccc(-c2noc(CCCC(N)=O)n2)cc1OC,?,.
O=C(CCC(=O)OCC(=O)c1ccc(F)cc1)NC1CCCCC1,?,.
COc1cc(/C=N/NC(=O)c2cccc(NC(=O)c3ccccc3Cl)c2)ccc1O,?,.
NC(=O)c1ccc(NC(=O)COC(=O)CCCc2c[nH]c3ccccc23)cc1,?,.
O=S(=O)(c1ccccc1)c1nc(Nc2cccc(O)c2)sc1Cl,?,.
COc1ccc(OC)c(NC(=O)c2ccc(NC(C)=O)cc2)c1,-8%,-19
CC(C)CNC(=S)N1CCN(c2nc(-c3ccc(Cl)cc3)cs2)CC1,?,.
Cc1cc(C)c2sc(NNC(=O)C3COc4ccccc4O3)nc2c1 (stereo not drawn),?,.
O=C(CCC(=O)N/N=C/c1c[nH]c2ccccc12)NCc1ccccc1,?,.
O=C(Nc1nc2nc(-c3ccccc3)cc(-c3ccccc3)n2n1)c1ccco1,?,.
CCn1c(NCc2ccc(OC)cc2)nc2ccccc21,21%,4
Cc1ccc(/C=N/NC(=O)c2ccccc2OCc2cccc(Br)c2)o1,?,.
CCn1c(=O)cc(SCC(=O)Nc2ccc(OC)c(OC)c2)c2ccccc21,5%,8
O=C(NC1=NCCS1)c1cccc(NC(=O)c2ccco2)c1,i,.
CC(=O)OC(C(=O)NC1CCCCC1)c1ccc(Cl)c(Cl)c1 (stereo not drawn),?,.
CC1CN(c2cc(=O)n(-c3ccc(Cl)cc3)c(=O)[nH]2)CC(C)O1 (stereo not drawn),?,.
Cc1ccc(C2(c3ccccc3)NC(=O)N(CC(=O)NC3CCCCC3)C2=O)cc1C (stereo not drawn),?,.
Cc1ccc(C)c(-c2cc(C(=O)N/N=C/c3cccnc3)c3ccccc3n2)c1,?,.
CCN(CC)S(=O)(=O)c1cccc(-c2nnc(SCCCC(=O)c3ccc(F)cc3)o2)c1,?,.
CCN(CC)S(=O)(=O)c1ccc2[nH]cc(C(=O)NC3CC3)c(=O)c2c1,-6%,8
c1ccc(NC2=NCCN2CC2CCCC2)cc1,?,.
CCOC(=O)CSc1nnc(CCc2nc3ccccc3[nH]2)n1C,?,.
CCCn1c(=O)c(C(=O)Nc2cccc(C)c2)c(O)c2ccccc21,?,.
CCCOC(=O)C1=C(C)N(C)C(=O)NC1c1cc2c(cc1Br)OCO2 (stereo not drawn),-6%,-8
Clc1cccc(-c2nnc3n2CCCCC3)c1,?,.
CN(C)c1ccc(C(=O)N2CC(=O)N(CCc3ccccc3)C(=O)C2)cc1,?,.
CC1(C)CC2CC(C)(CN2/C=N/c2sc3c(c2C#N)CC(C)(C)NC3(C)C)C1 (stereo not drawn),?,.
CCC(c1nnnn1Cc1ccco1)N(Cc1ccccc1OC)Cc1cc2cc(C)ccc2[nH]c1=O (stereo not drawn),13%,-6
CNC(=O)c1nnc(Cc2ccc(Cl)cc2)o1,3%,15
COc1cc(NC(=O)COC(=O)c2cnccn2)c(C)cc1[N+](=O)[O-],13%,13
CCC(C)(C)n1nnnc1C(c1ccc(OC)c(OC)c1)N1CCN(c2ccc(OC)cc2)CC1 (stereo not drawn),?,.
CCCC(=O)Nc1ccc2nc(SCC(=O)Nc3ccc(N4CCOCC4)c(Cl)c3)sc2c1,?,.
CN(C)/C=C(\C=O)c1cccc(Cl)c1,?,.
CS(=O)(=O)Cc1ccc(C(=O)NC(c2ccccc2)c2ccccc2)cc1,i,-2
CC(C)CC1=NN(C(=O)c2cccnc2)C(O)(C(F)(F)F)C1 (stereo not drawn),7%,22
O=C(NNC(=O)c1ccc(Cn2cccn2)o1)NC12CC3CC(CC(C3)C1)C2,?,.
O=C(COC(=O)CNC(=O)c1ccccc1)Nc1ccc2c(c1)OCO2,?,.
CCOC(=O)C1CCCN(C(=S)NC2CCCCC2)C1 (stereo not drawn),2%,.
CCCc1[nH]nc2c1C(c1ccc(OC)cc1OC)C(C#N)=C(N)O2 (stereo not drawn),?,.
Cc1ccc(CNCC(=O)Nc2cccc(S(=O)(=O)NC3=NCCCCC3)c2)cc1,?,.
CC(=O)c1ccc(N2CCN(C(=O)C(=O)c3cn(CC(=O)N4CCCCCC4)c4ccccc34)CC2)cc1,16µM*,-13*
CC(Oc1ccc(F)cc1)C(=O)Nc1nc(-c2ccccn2)cs1 (stereo not drawn),?,.
CCOC(=O)C1=C(C)NC(=O)NC1c1ccc2c(c1)OCO2 (stereo not drawn),?,.
CC1CC(OC(=O)C2CCN(S(=O)(=O)c3ccc(F)cc3)CC2)C(=O)O1 (stereo not drawn),?,.

Shown field by field: part of the list above.
Molecule: CNC(=O)c1nnc(Cc2ccc(Cl)cc2)o1
  Lipid storage S3: 3%
  Lipid storage S3 cell count max: 15
Molecule: CCCOC(=O)C1=C(C)N(C)C(=O)NC1c1cc2c(cc1Br)OCO2 (stereo not drawn)
  Lipid storage S3: -6%
  Lipid storage S3 cell count max: -8

In the list so far, these contain a CF3 group:
structure,Lipid storage S3,Lipid storage S3 cell count max
O=c1c2ccc(Cl)cc2nc(-c2cccc(C(F)(F)F)c2)n1O,?,.
CC(C)CC1=NN(C(=O)c2cccnc2)C(O)(C(F)(F)F)C1 (stereo not drawn),7%,22

Going on with the list:
structure,Lipid storage S3,Lipid storage S3 cell count max
Cc1cc(C)cc(NC(=O)C2CC(=O)n3ncnc3N2)c1 (stereo not drawn),-8%,3
S=C(Nc1ccc(Oc2ccccc2)cc1)NC1CCCCCC1,-17%,-12
Nn1c(Cc2cccc3ccccc23)nnc1SCc1ccc(Cl)c(Cl)c1,?,.
C(=N\c1nc2ccccc2n1CCN1CCOCC1)/c1cccs1,?,.
CCCCn1c(N)c(N(CC(C)C)C(=O)CSCc2ccc(Cl)c(Cl)c2)c(=O)[nH]c1=O,i,-15
O=c1c(-c2n[nH]c(=S)n2-c2ccccc2)cccn1Cc1cccc(Cl)c1,?,.
COc1cccc(NS(=O)(=O)c2csc(C(N)=O)c2)c1,?,.
COc1cc2c(cc1OC)/C(=C/C(=O)c1ccc(NC(C)=O)cc1)NCC2,14%,7
COc1ccccc1N(C)S(=O)(=O)c1ccc(C(=O)OCC(=O)NCc2ccco2)cc1,?,.
CC(C)(C)c1cc(CN(CCO)CCO)cc(C(C)(C)C)c1O,?,.
O=c1c2ccccc2sc2nc(C3CCCCC3)n(Cc3ccco3)c(=O)c12,i,-41
C[N+]1(CC(=O)Nc2ccccc2Cl)CCN(C(=O)c2cccs2)CC1,?,.
CCOC(=O)N1CCN(Cc2nc3c(c(=O)[nH]c(=O)n3C)n2Cc2ccccc2C)CC1,?,.
CNC(=O)c1nnsc1S(=O)(=O)c1ccc(Cl)cc1,?,.
Cc1ccc(-n2ncc3c(N4CCC5(CC4)OCCO5)ncnc32)c(C)c1,?,.
Cc1csc(CNc2ncnc3ccc(-c4ccc5c(ccn5C)c4)cc23)c1,30%,14
COc1ccccc1N(C(=O)CN1C(=O)c2ccccc2S1(=O)=O)C(C(=O)NCC1CCCO1)c1ccc(F)cc1 (stereo not drawn),?,.
O=S(=O)(NCCc1cn2ccccc2n1)c1ccc(-c2ccccc2)cc1,i,.
O=C1CC(c2cccs2)Cc2nc(NC(=O)C3CC3)ncc21 (stereo not drawn),-13%,-8
COc1cccc(Nc2nc3ccc(OC)cc3s2)c1,1%,-22
COc1ccc2c(CC(=O)Nc3nnc(C4CC4)s3)coc2c1,?,.
COC(=O)c1ccc(COc2ccccc2/C=N/O)o1,0%,9
O=C(NCc1nnc2c(C(F)(F)F)cc(Cl)cn12)c1ccc(Br)o1,i,-11
C/C=C/C=N/Nc1nc(-c2ccc([N+](=O)[O-])cc2)cs1,19%,.
Cc1ccoc1C(=O)N1CCCC(CO)(Cc2ccc(F)cc2)C1 (stereo not drawn),?,.
CNC(=O)c1ccc2c(c1)nnn2C,i,-1
Cc1ccc(C(=O)/C=C2/NC(=O)CS2)cc1,0%,-14
CCC(=O)NC(=S)Nc1ccccc1C(=O)NC1CCCCC1,?,.
O=C(Cc1cccc2ccccc12)N/N=C/c1ccc(O)c([N+](=O)[O-])c1,22%,.
COC(=O)c1sc(S(=O)(=O)N2CCCCC2C)c(C(=O)OC)c1C (stereo not drawn),3%,-13
O=c1[nH]cnc2ccccc12,?,.
CN(C(=O)Cn1nnc(-c2ccc(F)cc2)n1)C1CCS(=O)(=O)C1 (stereo not drawn),16%,1
COc1ccc(N(CC(=O)O)S(=O)(=O)c2ccc(OC)c(OC)c2)cc1,?,.
CC1(C)Cc2cccc(OCC(=O)N3CCN(c4cccc(Cl)c4)CC3)c2O1,?,.
CCOCC(=O)N1CCN(c2ccccc2OC)CC1,?,.
CCCS(=O)(=O)n1nc(-c2ccc(OC)cc2)cc1N,0%,7
CCCN1CCOC(CC(=O)Nc2ccc([N+](=O)[O-])cc2)C1=O (stereo not drawn),?,.
O=C(/C=C/c1ccccc1)Nc1cc(S(=O)(=O)N2CCOCC2)ccc1N1CCCC1,?,.
CC1(C)CC(=O)C2=C(C1)Nc1ccccc1NC2,?,.
CCOc1ccc(NC(=O)CN(C)C(=O)c2ccc(N3CCOCC3)c([N+](=O)[O-])c2)cc1OCC,?,.
CCN1C(=O)/C(=C\N2CCCCCC2)SC1=S,?,.
Oc1csc(Cc2nc(-c3ccc4ccccc4c3)cs2)n1,?,.
COc1ccc(/C(C)=N/NS(=O)(=O)c2cc(C)ccc2C)c(OC)c1,?,.
C/C(CC(=O)Nc1ccccn1)=N\NC(=O)Cc1cccc2ccccc12,13%,.
c1ccc(-n2nnnc2SCc2cccc(CSc3nnnn3-c3ccccc3)n2)cc1,-2%,-8
CCOc1ccc(CCNC(=O)CN(C)S(=O)(=O)c2ccc3c(c2)CCC(=O)N3)cc1OCC,?,.
Cc1csc(C(C)N(C)C(=O)c2ccc(OC3CCN(Cc4ccccn4)CC3)cc2)n1 (stereo not drawn),?,.
CCN(CC)C(=O)C1CCCN(c2ncnc3c2cnn3-c2cccc(C)c2)C1 (stereo not drawn),?,.
C=CCOc1ccc(/C=C/C(=O)OCC(=O)NCc2cccs2)cc1,?,.
COc1ccc(NC(=O)C2CCCN(S(C)(=O)=O)C2)c(OC)c1 (stereo not drawn),?,.

Seven entries from above, with values under each structure:
Screens in order – Lipid storage S3	Lipid storage S3 cell count max
Oc1csc(Cc2nc(-c3ccc4ccccc4c3)cs2)n1
 : ?	.
COc1ccc(/C(C)=N/NS(=O)(=O)c2cc(C)ccc2C)c(OC)c1
 : ?	.
C/C(CC(=O)Nc1ccccn1)=N\NC(=O)Cc1cccc2ccccc12
 : 13%	.
c1ccc(-n2nnnc2SCc2cccc(CSc3nnnn3-c3ccccc3)n2)cc1
 : -2%	-8
CCOc1ccc(CCNC(=O)CN(C)S(=O)(=O)c2ccc3c(c2)CCC(=O)N3)cc1OCC
 : ?	.
Cc1csc(C(C)N(C)C(=O)c2ccc(OC3CCN(Cc4ccccn4)CC3)cc2)n1 (stereo not drawn)
 : ?	.
CCN(CC)C(=O)C1CCCN(c2ncnc3c2cnn3-c2cccc(C)c2)C1 (stereo not drawn)
 : ?	.

Next part:
structure,Lipid storage S3,Lipid storage S3 cell count max
CC1CCCN(CCOCCOc2ccc(Br)cc2Cl)C1 (stereo not drawn),?,.
CCc1nnc(NC(=O)c2ccc(COc3ccc(C)cc3)o2)s1,?,.
COc1cccc(/C=N\NC(=O)c2cc(OCC(F)(F)F)ccc2OCC(F)(F)F)c1,-6%,8
Cc1ccc(NC(=S)N(CCCN2CCCC2)Cc2cccn2Cc2ccc(Cl)cc2)cc1Cl,?,.
Cc1cccc(Cn2c(Sc3nc(C)cs3)nc3c2c(=O)[nH]c(=O)n3C)c1,?,.
CCOc1ccc2[nH]c(=O)c(C(c3nnnn3Cc3ccco3)N3CCC(C)CC3)cc2c1 (stereo not drawn),?,.
CCCC1=[N+](CC(C)=O)CCn2c(C)ccc21,-4%,2
CC(/C=C/c1ccc2c(c1)OCO2)=N\NC(=O)c1ccccc1,-18%,8
CCCc1nnc(NC(=O)c2ccc(S(=O)(=O)N(C)c3ccccc3OC)cc2)s1,-2%,3
COCCn1c(C)nnc1SCC(=O)NNC(=O)c1ccc(Cl)cc1,?,.
CCOC(=O)N1CCN(C(=O)CCCn2c(=S)[nH]c3ccccc3c2=O)CC1,?,.
COc1ccccc1N(CC(O)Cn1nc(C)cc1C)S(=O)(=O)c1ccccc1 (stereo not drawn),?,.
Cc1cc(S(=O)(=O)NCc2ccco2)c(C)s1,-13%,2
CCOC(=O)CSc1nc(-c2cccs2)nc2c1c(=O)n(C)c(=O)n2C,?,.
Cc1ccc(OCC(=O)NCCCNC(=O)c2ccc(C)nc2)cc1,?,.
CC1(C)NC(=O)N(CCCCOc2ccccc2[N+](=O)[O-])C1=O,?,.

The list is partial. The share of hits here may be higher or lower than overall.
